# Bioassay records from PubChem.
# MPTP inh: mitochondrial permeability transition pore inhibitors, primary screen, biochemical, isolated mouse mitochondria, absorbance; Ca2+ swelling absorbance, 30 min; inhibition, % at 10 µM; 360,000 tested, 1.4% active; AID 602449, 2012;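 active = inhibition of 50% or more, scaled per plate between neutral and stimulator controls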;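 note: 0% = DMSO wells given calcium and 100% = 1 mM EGTA wells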
# CXCR6 inh: CXCR6 receptor inhibitors, primary screen, cell-based, beta-arrestin, luminescence, CHO-K1 PathHunter, 1536-well. AID 602244, 2012. inhibition, % at 20 µM. 360,000 tested, 0.36% active. C-X-C chemokine receptor type 6 (Homo sapiens), O00574; in the data active = inhibition above about 34%, passing the limit was not always enough;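 note: antagonist mode with CXCL16 agonist at 10 nM final; 0% = 10 nM CXCL16 with DMSO and 100% = unstimulated wells without agonist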
# Target sequence (O00574 whole entry, looked up): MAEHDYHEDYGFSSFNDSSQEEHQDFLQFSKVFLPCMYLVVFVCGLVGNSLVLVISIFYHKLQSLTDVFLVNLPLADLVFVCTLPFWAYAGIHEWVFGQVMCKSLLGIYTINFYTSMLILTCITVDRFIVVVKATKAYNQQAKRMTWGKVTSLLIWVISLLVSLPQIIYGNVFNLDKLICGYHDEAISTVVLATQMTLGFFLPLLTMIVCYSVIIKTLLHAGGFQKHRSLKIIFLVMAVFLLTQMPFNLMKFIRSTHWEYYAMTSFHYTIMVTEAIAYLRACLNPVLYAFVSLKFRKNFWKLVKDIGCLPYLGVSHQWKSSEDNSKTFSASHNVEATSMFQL
# APOBEC3G inh: APOBEC3G DNA deaminase inhibitors, primary screen, biochemical, fluorescence, single-stranded DNA substrate, uHTS; DNA dC->dU-editing enzyme APOBEC-3G (Homo sapiens), Q9HC16; recombinant A3G, ssDNA deamination FAM/TAMRA fluorescence; inhibition, % at 20 µM; 330,000 tested, 0.28% active; AID 493012, 2011;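 active = inhibition of at least 40% at 20 µM, with no more than 30% in the related APOBEC3A deaminase screen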;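 note: plate controls were DMSO wells with A3G for no effect and wells lacking A3G enzyme for full effect; some compounds called inactive have numbers as strong as hits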
# GRIN3A LBD mod: binders of NR3A ligand-binding domain, primary screen, biophysical, differential scanning fluorimetry, uHTS; Glutamate receptor ionotropic, NMDA 3A (GRIN3A) ligand-binding domain; NR3A LBD differential scanning fluorimetry, Tm shift; 0% = protein alone, 100% = glycine-bound protein; Tm shift relative to glycine control, % at 25 µM; 340,000 tested, 2.5% active; AID 1259313, 2017;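 active = melting temperature shift of at least 10% of the positive control shift, at one fixed dose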
# Gli-Sufu block: Gli-Sufu pathway antagonists, primary screen, luciferase luminescence, Sufu-KO-LIGHT cells, uHTS | AID 588413, 2011 | 340,000 tested, 0.74% active | inhibition, % at 5 µM | Sufu-KO-LIGHT fibroblasts, Gli luciferase reporter luminescence;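 active = inhibition above about 55%, limit read from the data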;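 note: 0% = DMSO-treated cells and 100% = wells with medium but no cells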
# A3A deaminase: APOBEC3A ssDNA deaminase inhibitors, primary screen, selectivity assay for APOBEC3G inhibitor project, biochemical, FAM/TAMRA oligo cleavage fluorescence. recombinant A3A, FAM/TAMRA ssDNA deamination fluorescence. inhibition, % at 20 µM. 330,000 tested, 0.41% active. AID 493011, 2011;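 active = at least 40% inhibition at 20 µM here, with at most 30% in a related deaminase screen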;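 note: plate controls were A3A with DMSO for no effect and wells lacking A3A enzyme for full effect; some results filed as inactive read as strong as hits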
# EBI2 block: EBI2 receptor antagonists, beta-arrestin recruitment, primary screen, cell-based, luminescence, 7a,25-OHC stimulation, uHTS | G-protein coupled receptor 183 (Homo sapiens), P32249 | 7a,25-OHC stimulated | inhibition, % at 5 µM | 360,000 tested, 0.81% active; in the data active = inhibition above about 38%;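 note: enzyme fragment complementation signal reports receptor beta-arrestin coupling in cells; 0% = agonist plus DMSO wells and 100% = wells without agonist; some results beyond the cut were filed as inactive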
# Target sequence (P32249 whole entry, looked up, the tested form may be a part): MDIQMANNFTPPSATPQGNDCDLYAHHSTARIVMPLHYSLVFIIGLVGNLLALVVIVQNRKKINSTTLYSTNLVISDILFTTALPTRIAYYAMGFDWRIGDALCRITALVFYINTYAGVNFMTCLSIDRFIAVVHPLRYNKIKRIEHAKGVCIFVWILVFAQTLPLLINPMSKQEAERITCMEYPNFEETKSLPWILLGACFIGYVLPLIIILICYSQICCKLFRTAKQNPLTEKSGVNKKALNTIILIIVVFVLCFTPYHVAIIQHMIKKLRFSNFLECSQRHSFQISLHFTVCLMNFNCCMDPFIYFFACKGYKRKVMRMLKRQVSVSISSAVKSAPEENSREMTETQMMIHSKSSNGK
# CCR6 antag: CCR6 receptor antagonists, primary screen, cell-based, CHO-K1, luminescence, beta-arrestin, uHTS; CHO-K1 CCR6 PathHunter beta-arrestin, CCL20-stimulated; 340,000 tested, 0.49% active; C-C chemokine receptor type 6 (Homo sapiens), P51684; inhibition, % at 20 µM;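 active = compounds whose inhibition of the agonist-driven luminescence signal at 20 µM reaches about 50%, limit read from the data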;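 note: cells stimulated with CCL20 at 14 nM final; plate controls were DMSO with CCL20 for no effect and DMSO without agonist for full effect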
# Target sequence (P51684 whole entry, looked up): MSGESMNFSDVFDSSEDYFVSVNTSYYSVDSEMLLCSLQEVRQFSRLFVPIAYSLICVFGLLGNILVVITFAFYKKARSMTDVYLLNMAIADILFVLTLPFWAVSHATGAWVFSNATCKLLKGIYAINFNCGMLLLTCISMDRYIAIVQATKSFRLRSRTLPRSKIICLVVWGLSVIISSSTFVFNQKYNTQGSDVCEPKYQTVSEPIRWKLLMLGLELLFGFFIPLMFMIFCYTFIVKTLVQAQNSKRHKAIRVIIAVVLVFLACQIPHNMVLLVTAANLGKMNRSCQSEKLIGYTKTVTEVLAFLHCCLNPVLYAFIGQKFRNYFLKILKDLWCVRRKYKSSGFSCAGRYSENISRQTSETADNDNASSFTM
# An asterisk follows results filed as active; · = no result given.
SMILES,MPTP inh,CXCR6 inh,APOBEC3G inh,GRIN3A LBD mod,Gli-Sufu block,A3A deaminase,EBI2 block,CCR6 antag
CCOCCCNC(=O)C1c2ccccc2C(=O)N2CCc3ccccc3C12 (stereo not given),-2.4,0.2,-0.6,3.8,2.0,2.7,10.7,22.1
O=C(Nc1cccc(NC(=O)c2cccs2)c1)c1cccnc1,1.2,-5.9,22.5,-2.9,-2.2,6.8,-0.3,3.4
COc1ccc(OC)c(C2=NNC(=NCc3ccc4c(c3)OCO4)SC2)c1,2.3,3.0,-3.6,-1.0,16.9,-0.8,-2.3,16.5
COc1ccc(/C=C2/SC(=S)N(CC(=O)O)C2=O)cc1OCc1ccc(Cl)cc1,0.8,9.7,-7.1,-2.5,-0.6,-8.8,-1.1,10.0
O=S1(=O)N=C(N2CCN(Cc3ccc4c(c3)OCO4)CC2)c2ccccc21,-0.6,-2.3,-6.9,6.6,2.5,-3.1,-16.2,-8.7
COc1ccc(OC)c(CCNC(=O)c2ccc3c(=O)[nH]c4c(C(=O)NC(C)C)sc(=S)n4c3c2)c1,23.7,19.8,4.0,-5.8,-1.6,-4.9,-0.4,18.7
O=C(O)c1ccccc1NS(=O)(=O)c1ccccc1C(F)(F)F,0.7,0.0,1.7,-33.5,4.0,-7.9,8.0,5.3
CNC(=S)N/N=C/c1c(C)nn(-c2ccccc2)c1Cl,0.4,1.5,-2.3,-4.8,-16.4,0.5,-7.3,5.9
Cc1ccc2cc(C)c(N3CCN(c4ccccn4)CC3)nc2c1,-0.2,-5.8,-6.1,0.0,5.5,-3.0,11.2,21.8
COc1ccc(-c2nnc3sc(-c4ccccc4OC)nn23)cc1,6.0,2.0,-10.5,0.9,0.7,34.2,16.6,11.7
CCNC(=O)c1cc(S(=O)(=O)N(C)C)c(Cl)cc1Cl,-0.1,0.8,-1.7,-0.7,4.8,1.8,-1.7,15.5
O=C(NC(Cc1c[nH]c2ccccc12)C(=O)N/N=C/c1cccc2ccccc12)c1cccs1 (stereo not given),0.6,0.2,-8.7,19.4*,3.5,-3.1,20.9,12.5
Cn1c(N2CCC(C(N)=O)CC2)nc2c1c(=O)n(Cc1ccc(Cl)cc1)c(=O)n2C,1.5,0.1,2.4,-1.6,21.0,0.4,0.9,-4.0
COc1cc(C(=S)N2CCN(c3cccc(Cl)c3)CC2)ccc1O,-4.9,-5.0,49.8*,-13.1,11.0,-1.4,-4.6,4.1
COc1ccc(-n2nc([N+](=O)[O-])c(=NCCc3cccc(C)c3)n2O)cc1,1.6,-7.3,-3.3,1.8,-11.4,-1.9,-22.0,-3.7
CCOC(=O)Cc1csc(NC(=O)CN2CCN(c3ccccc3)CC2)n1,2.2,-0.7,-7.8,-0.9,0.2,-4.0,-4.7,-3.6
Cc1ccccc1C(=O)NCCc1nnc(SCC(=O)Nc2nc(-c3ccccc3)cs2)n1C,2.6,-5.2,-0.9,-0.2,-16.1,1.0,3.8,-16.5
Cc1ccc2nc(-c3cccc(Br)c3)cc(C(=O)NCC3CCCO3)c2c1 (stereo not given),-0.1,1.2,-3.6,-5.3,-24.4,2.1,-0.6,17.6
c1ccc(-c2cc3c(-n4cccc4)ncnc3o2)cc1,-0.3,-8.0,1.4,-9.1,-2.6,1.7,3.1,8.2
NC(=O)C1(N2CCCCC2)CCN(C(=O)NC23CC4CC(CC(C4)C2)C3)CC1,-1.2,-3.5,-5.4,-1.9,1.1,3.3,-15.0,7.7
O=C1C2C3C=CC(C4CC34)C2C(=O)N1c1nccs1 (stereo not given),-2.5,1.2,-9.5,-3.2,-9.1,0.0,1.5,19.7
COc1ccc(-c2csc(Nc3ccc(C)cn3)n2)cc1OC,1.5,-6.0,-6.8,0.5,-27.8,3.0,13.1,-13.6
CCc1ccccc1NC(=O)c1cc(-c2ccc(OC)cc2)on1,1.0,-6.5,-5.8,1.4,-8.0,-2.1,0.2,5.1
COCCNC(=O)CSc1nc(-c2ccccc2)c(-c2ccccc2)o1,0.7,4.4,-3.1,-1.0,2.0,-5.0,4.3,22.5
c1ccc(C[n+]2cccc3c4ccccc4ccc32)cc1,-21.3,0.9,-6.9,-1.9,-6.2,9.3,1.8,0.3
C[C@H](CO)N1C[C@H](C)[C@@H](CN(C)S(=O)(=O)c2cccs2)Oc2ccc(NC(=O)c3ccncc3)cc2C1=O,-2.0,4.0,-5.7,0.6,-6.6,-3.5,2.2,11.4
COc1ccc(NC(=S)NCCc2ccccc2)c(C)c1,-0.2,7.0,-4.2,-0.9,0.0,0.1,0.4,-3.1
COc1cc(N=C(N)N=C(N)N)cc(OC)c1,0.4,0.6,-4.3,0.1,9.1,1.9,-2.0,2.1
CC(C)NC(=O)COC(=O)/C=C/c1ccco1,1.4,-2.1,5.7,2.7,0.4,8.2,10.1,-0.3
O=C(/C=C/c1ccccc1)C1=C(O)C(=O)N(CCO)C1c1cccc([N+](=O)[O-])c1 (stereo not given),3.6,-4.9,1.3,-2.1,12.6,-0.6,5.8,8.3
C=CCOC(=O)C1=C(C)NC(C)=C(C(=O)OCC=C)C1c1ccc(O)cc1,4.1,-3.4,-0.3,-2.6,9.9,-0.7,1.8,0.5
O=C(CN1C(=O)COc2ccc(Cl)cc21)Nc1ccc2c(c1)OCCO2,-0.8,4.3,-5.1,0.7,1.6,-8.0,-4.9,-2.8
CN(CCNC(=O)CCNC(=O)Cn1ccc2ccccc2c1=O)Cc1ccccc1,-2.7,4.8,1.0,0.2,6.2,1.1,-1.3,8.4
COc1cccc(-c2nnc(SCC(=O)N3CC(C)CC(C)C3)o2)c1 (stereo not given),-0.8,0.8,-11.8,-1.4,-6.5,-3.9,1.7,9.7
C=CCn1c(SCC(=O)Nc2ccc(O)cc2)nc2sc(CC)cc2c1=O,0.1,0.1,-9.2,33.5*,33.4,-2.7,-3.0,13.3
CCOC(=O)N1CCN(c2cc(=O)n(C)c(=O)n2C)CC1,1.1,-0.1,-4.2,0.5,2.9,-1.3,2.6,8.7
COCC(C)NC(=O)c1ccc(-n2nc(C(F)(F)F)cc2-c2cccs2)cc1 (stereo not given),0.8,-5.6,-4.7,-0.2,4.3,-2.8,-14.2,1.0
CCc1nnc(NC(=O)CSc2nc3c(c(=O)n2C)SC(C)C3)s1 (stereo not given),3.2,4.3,-6.5,0.2,14.2,-6.8,-2.3,3.6
O=C(COc1ncnc2scc(-c3ccc(Cl)cc3)c12)NCc1ccco1,0.6,0.3,-1.7,1.0,3.5,3.3,-8.7,23.4
CSc1oc(-c2ccccc2)nc1S(=O)(=O)c1ccc(C)cc1,10.1,8.3,-4.6,-1.7,1.7,-1.4,5.2,14.4
COc1ccc(-c2c3c(=O)n(C)c(=O)n(C)c3cn2Cc2cccnc2)cc1,-6.1,11.8,-3.3,-1.0,-13.0,-3.3,2.6,-15.8
CS(=O)(=O)c1ccc(Cl)c(NC(=O)C2CCN(S(=O)(=O)c3cccs3)CC2)c1,-0.8,7.0,-6.7,0.3,-4.7,-1.2,-1.1,10.3
COC(=O)c1cccc(C(=O)N2CCC(CO)(Cc3ccccc3Cl)CC2)c1,0.4,-1.6,-7.9,-0.9,17.6,-3.1,0.1,8.5
COc1ccc(-c2cn(-c3ccccc3)c(=S)[nH]2)cc1OC,-1.0,-6.7,-0.3,0.9,-35.1,-2.1,8.1,2.9
Cc1c(C)c2c(OCC(=O)NCc3ccncc3)cc3c(c2oc1=O)CCC(C)(C)O3,-1.1,8.1,1.4,-0.5,2.8,-1.9,9.1,12.6
Cc1ccc(S(=O)(=O)NCC(=O)N(CC(=O)NCc2ccccc2)CC2CCCO2)cc1 (stereo not given),-1.0,-7.2,4.3,-3.2,8.0,5.3,-3.3,0.3
O=C(COc1ccccc1)Nc1ccccc1NS(=O)(=O)c1cccs1,8.6,-10.5,-3.9,-7.6,5.0,0.7,10.2,-4.8
CCC(OC(=O)c1nsc(Cl)c1Cl)C(=O)NCCc1ccccc1 (stereo not given),0.1,4.1,-8.0,-2.2,-18.7,-2.7,-8.9,11.6
Cc1ccc(S(=O)(=O)N2CCC(C(=O)N3CCc4ccccc43)CC2)cc1,-0.1,-2.3,-7.6,1.7,-2.6,-1.9,15.1,8.6
Cn1c(Cc2nc(-c3cnccn3)no2)nnc1SCC(=O)Nc1ccccc1,1.5,-25.0,-2.0,-2.2,-2.5,0.1,-8.7,-10.7
CCOc1cccc(C(=O)NC(=S)Nc2ccc(Cl)cc2C(=O)O)c1,-2.7,3.6,-1.6,0.7,2.3,-1.4,-9.4,5.4
CCNC(=O)C1CCCN(c2nc(C)cc(C)n2)C1 (stereo not given),0.1,6.1,7.0,-0.8,-5.5,-0.2,-9.7,-11.6
Cc1ccc(C(=O)N2CCCC(C(=O)Nc3cccc(-c4ccc(F)cc4)c3)C2)cn1 (stereo not given),1.4,-8.2,-2.1,0.4,-2.3,-0.6,8.7,4.4
Cc1ccc(NC(=O)NCc2c(C)nn(C)c2C)cc1Cl,0.2,-4.7,-5.2,0.7,-50.5,-7.1,0.8,7.3
O=C(CC1(O)C(=O)Nc2ccccc21)c1ccc(-n2cccc2)cc1 (stereo not given),-4.0,-9.0,1.1,3.3,-0.4,3.8,-3.1,3.1
COc1cc2c(cc1NC(=O)CCC(=O)O)oc1ccccc12,-0.6,2.8,7.7,-2.3,2.8,9.5,6.1,-3.1
CC(C)N(C(=O)[C@H]1C[C@H](CC(=O)NCc2ccco2)C(=O)N2CCc3c([nH]c4cc(-c5ccco5)ccc34)[C@]12C)C(C)C,-1.2,3.1,0.9,-2.5,12.5,2.8,14.7,12.2
COc1cc(/C=N/NC(=O)c2cc3c(ccc4ccccc43)o2)cc(OC)c1O,1.1,-23.3,-3.9,·,·,-2.0,2.5,·
CCCCN(CCCC)C(=O)c1cc(Cl)ccc1[N+](=O)[O-],0.1,7.4,-5.6,1.2,0.9,-3.0,-3.2,16.9
Cc1c(NC(=O)Nc2ccc(F)cc2)c(=O)n(-c2ccccc2)n1C,0.9,-11.0,-6.3,-3.0,9.0,-7.4,-4.5,13.1
COc1ccc(/C=C2\SC(=S)NC2=O)cc1OS(=O)(=O)c1ccc(NC(C)=O)cc1,0.4,8.0,·,18.1*,4.0,·,9.4,24.5
CCOc1c(OC)cccc1C1CC(=O)Nc2cc3c(cc21)OCCO3 (stereo not given),0.0,1.7,-4.7,-0.9,-10.3,-2.6,-8.7,6.3
CN(C)c1ccc(C2Nc3cccc4cccc(c34)N2)cc1,-0.2,-3.7,-6.5,3.6,-20.4,-5.8,-9.7,10.9

# Random excerpt: 3 entries already listed, in no set order.
SMILES,MPTP inh,CXCR6 inh,APOBEC3G inh,GRIN3A LBD mod,Gli-Sufu block,A3A deaminase,EBI2 block,CCR6 antag
COc1ccc(-c2cn(-c3ccccc3)c(=S)[nH]2)cc1OC,-1.0,-6.7,-0.3,0.9,-35.1,-2.1,8.1,2.9
CN(C)c1ccc(C2Nc3cccc4cccc(c34)N2)cc1,-0.2,-3.7,-6.5,3.6,-20.4,-5.8,-9.7,10.9
COC(=O)c1cccc(C(=O)N2CCC(CO)(Cc3ccccc3Cl)CC2)c1,0.4,-1.6,-7.9,-0.9,17.6,-3.1,0.1,8.5

# This is a random part of the collection (roughly 5.8% active in at least one column).
